PPARg SRC-3 ag – promotes SRC-3 coactivator recruitment by human PPARgamma; P37231; biochemical PPARgamma/SRC-3 coactivator recruitment assay; activation, % at 8 µM; hit rate 0.26% among 200,000; AID 731; in the data active = activation above about 23%;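 note: 0% = DMSO and 100% = reference agonist; some compounds past the cut are filed as inactive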
DTT redox prof – compounds producing H2O2 with reducing agent – biochemical, NIH compound library profiling, artefact control for MLSCN library redox annotation, primary screen; DTT-dependent redox cycling H2O2, phenol red/HRP absorbance; 100% = 100 µM peroxide control, 0% = buffer; activation, % at 10 µM; hit rate 0.03% among 200,000; AID 878;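 active = activation of at least 50% relative to the plate's high and low controls in the primary single-dose screen; inactive = activation below 50%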;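 note: compound incubated with DTT at 0.8 mM final as the reducing agent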
TLR4-MyD88 BLA – blocks binding of human TLR4 to MyD88. O00206+Q99836. HeLa CL3-4 TLR4/MyD88 BLA complementation, FRET ratio. inhibition, % at 8.4 µM. hit rate 0.18% among 200,000. AID 861; in the data active = inhibition above about 25%;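 note: 0% = vehicle and 100% = reference inhibitor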
PPARg SRC2 recr – promotes SRC-2 coactivator recruitment by human PPARgamma; P37231; PPARgamma LBD-SRC-2 recruitment, biochemical; activation, % at 8 µM; hit rate 0.34% among 200,000; AID 1032; in the data active = activation above about 22%;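 note: 0% = vehicle and 100% = reference agonist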
bIAP inh – blocks bovine intestinal alkaline phosphatase activity; purified bovine IAP, CDP-star luminescence, 30 min; inhibition, % at 20 µM; 190,000 tested, under 10 active; AID 1019;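 active = over 50% inhibition of intestinal alkaline phosphatase at 20 µM in the single-dose screen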
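Incubation: 30 min reaction at room temperature / Material: purified bovine intestinal alkaline phosphatase (IAP) enzyme / Input: enzyme at 1/65,000,000 dilution / Dosing: 20 µM single dose / Signal: CDP-star luminescence signal / Reagent: CDP-star chemiluminescent phosphatase substrate, 30 µM final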
S1P3 antagonist – blocks the human S1P3 receptor; CHO S1P3 NFAT-BLA reporter, FRET fluorescence, antagonist mode; inhibition, % at 4.98 µM; hit rate 0.27% among 170,000; AID 485;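 active = inhibition above the plate cutoff, the mean inhibition of test wells on that plate plus 3 SD, cut at about 28% in these data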;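 note: cells challenged with S1P at its EC80 of 0.8 µM; blue over green emission ratio from cleaved BLA substrate after 4 h stimulation; 0% = S1P-stimulated wells and 100% = unstimulated DMSO-only wells; some compounds past the cut are filed as inactive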
Target sequence (Q99500 whole entry, looked up): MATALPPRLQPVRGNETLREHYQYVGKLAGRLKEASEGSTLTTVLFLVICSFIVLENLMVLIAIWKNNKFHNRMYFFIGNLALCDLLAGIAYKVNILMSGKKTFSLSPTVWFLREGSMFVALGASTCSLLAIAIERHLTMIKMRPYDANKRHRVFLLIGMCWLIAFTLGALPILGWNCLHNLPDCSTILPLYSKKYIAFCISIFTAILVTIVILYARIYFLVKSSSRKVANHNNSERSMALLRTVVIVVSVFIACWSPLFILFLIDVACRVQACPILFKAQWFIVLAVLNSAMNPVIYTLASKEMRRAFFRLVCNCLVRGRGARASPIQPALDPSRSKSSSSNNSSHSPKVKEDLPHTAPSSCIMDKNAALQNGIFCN
PPARg SRC-1 ag – promotes SRC-1 coactivator recruitment by human PPARgamma; AID 631; PPARgamma-SRC-1 coactivator recruitment biochemical assay; activation, % at 8 µM; P37231; hit rate 0.41% among 200,000; in the data active = activation above about 19%;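 note: 0% = DMSO and 100% = reference agonist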
ROMK mod – human ROMK K+ channel modulation, primary screen | Tet-inducible ROMK, thallium flux fluorescence; actives lie on both sides | hit rate 2% among 130,000 | AID 1918 | B-score at 10 µM | P48048;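 active = signal ratio slope over the read window, or its plate-corrected B-score, at least 3 SD from the plate mean, either direction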;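 note: B-score of the F/F0 ratio slope over 7 to 12 s after thallium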
Target sequence (P48048 whole entry, looked up): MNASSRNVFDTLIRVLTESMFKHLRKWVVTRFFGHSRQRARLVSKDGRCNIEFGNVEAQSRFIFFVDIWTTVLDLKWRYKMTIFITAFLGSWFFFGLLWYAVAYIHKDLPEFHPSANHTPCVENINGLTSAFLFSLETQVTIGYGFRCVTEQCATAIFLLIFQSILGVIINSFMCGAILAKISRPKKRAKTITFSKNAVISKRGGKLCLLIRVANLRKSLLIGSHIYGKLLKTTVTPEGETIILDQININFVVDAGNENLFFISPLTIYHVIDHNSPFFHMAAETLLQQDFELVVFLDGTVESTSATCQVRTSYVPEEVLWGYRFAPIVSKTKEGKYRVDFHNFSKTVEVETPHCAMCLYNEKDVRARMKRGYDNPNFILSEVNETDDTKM
Lmaj promast – Leishmania major promastigote growth inhibition | inhibition, % at 10 µM | AID 1063 | hit rate 9% among 200,000 | Leishmania major promastigotes, resazurin fluorescence viability; in the data active = inhibition above about 50%;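 note: promastigotes grown with compound for 44 hours at 28 °C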
bIAP act – intestinal alkaline phosphatase (bovine) activation. purified bovine IAP, CDP-star luminescence, 30 min; stronger effect = higher value; fold of DMSO-control signal, blank-subtracted. activation factor at 20 µM. hit rate 0.17% among 200,000;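 active = activation factor of 2 or more at 20 µM, a signal rise over negative controls twice the positive control's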
TR-FRET SRC-2 ct – flags TR-FRET format artefacts in PPARgamma SRC-2 recruitment agonist screen | TR-FRET ratio at 8 µM | TR-FRET artefact counter-screen; stronger effect = higher value | hit rate 0.4% among 200,000; in the data active = TR-FRET ratio above about 2000; note: inactives centre near 1500; reference of the scale not given here
* hit, by the source's call; . = no result given. Outcome played no part in choosing rows; about 11% have a hit in one of these screens.

SMILES	PPARg SRC-3 ag	DTT redox prof	TLR4-MyD88 BLA	PPARg SRC2 recr	bIAP inh	S1P3 antagonist	PPARg SRC-1 ag	ROMK mod	Lmaj promast	bIAP act	TR-FRET SRC-2 ct
NC(N)=Nc1nc2ccc(Br)cc2c(=O)[nH]1	4	-1.0	-9	0	-3	-12	11	-0.56	17	1	1579
COc1ccc(CCNC(=O)c2cc3ccccn3n2)c(OC)c1OC	-9	-0.8	-3	2	-7	6	5	.	6	1.1	1551
COCCNc1ncnc2c1cnn2-c1ccc(Cl)cc1	9	-0.8	21	2	8	.	8	-0.54	8	0.9	1473
COC(=O)C1CCN(S(C)(=O)=O)CC1	10	1.2	-4	2	-3	0	3	.	-6	1	1589
COc1ccc(C)cc1S(=O)(=O)N1CCC(C(=O)NCCC2=CCCCC2)CC1	-1	0.1	10	-2	-13	.	4	-1.1	6	1.1	1531
Cc1cccc(N2CCN(S(=O)(=O)c3ccc4[nH]c(=O)c(=O)[nH]c4c3)CC2C)c1 (stereo not given)	-6	0.5	-8	-9	-18	.	-4	0.77	-4	1.2	1262
N/C(=N\OC(=O)c1cc(-c2ccccc2)nc2ccccc12)c1ccccn1	4	-2.6	7	11	-9	-18	-2	0.24	-1	1.1	1662
Cc1[nH]c2ccc(F)cc2c1CCN(Cc1ccncc1)C(=S)Nc1ccc(F)cc1	5	-0.4	-6	7	-14	18	10	-0.19	99*	1.1	1629
Cc1ccc(OCC(O)CN2CCN(CC(O)COC(C)C)CC2)c(C(C)(C)C)c1 (stereo not given)	5	0.7	-9	7	-9	2	6	-3.7*	77*	1.1	1579
CCCc1[nH]n(-c2ccc(F)cc2)c(=O)c1C=Nc1ccc(C)cc1	0	0.0	-1	0	2	4	1	-0.11	-4	1	1517
Cc1ccc(C(=O)N/C(=C\c2ccc(-c3ccc(Br)cc3)o2)C(=O)NC2CCS(=O)(=O)C2)cc1 (stereo not given)	3	4.1	-7	2	14	-12	2	.	-7	0.9	1343
C=CCNC(=O)N1CCC(CO)(Cc2ccc(Cl)cc2)CC1	1	-1.0	4	0	1	-12	2	-0.53	-2	1	1775
O=C(Cc1ccc(Br)cc1)Nc1cccc(Cl)c1	1	-0.2	-46	6	-8	16	6	0.14	10	1.1	1648
CSCCC(NS(=O)(=O)c1ccc2ccccc2c1)C(=O)O (stereo not given)	3	-0.2	4	1	9	.	-1	-0.076	1	0.9	1666
CC(=O)NS(=O)(=O)c1ccc(NC(=O)/C=C/c2ccco2)cc1	0	0.1	5	5	11	3	-1	-0.067	-5	0.9	1522
COc1cc(C(=O)Nc2sc3c(c2C(=O)NCc2ccco2)CCCC3)cc(OC)c1OC	5	0.1	-13	13	-14	.	2	0.067	-1	1.1	1550
CCC(C)(C)n1nnnc1C(C(C)C)N(CCN1CCOCC1)Cc1cc2cccc(C)c2[nH]c1=O (stereo not given)	5	-0.1	11	14	-2	.	4	-2.9*	32	1	1699
CC1CCCCN1C(=O)CN1C(=O)CN(C)C(=O)c2ccccc21 (stereo not given)	-5	2.0	-3	-3	-2	-6	5	1.1	-3	1	1448
COc1ccc2c(CC(=O)NCCN3C(=O)S/C(=C\c4cccnc4)C3=O)coc2c1	-4	-0.2	-3	-1	-24	7	16	0.48	8	1.2	1689
CC1=C(C(=O)Nc2ccc(Br)cc2)C(c2ccco2)NC(=O)N1 (stereo not given)	6	0.1	4	6	9	.	0	-0.92	-1	0.9	1555
O=C(Cc1ccccc1)Nn1c(O)c(/C=C2\C=Nc3ccccc32)sc1=S	14	-0.4	1	24*	2	-22	14	0.46	4	1	1652
Nc1nc(-c2ccccn2)nc(N)c1Cc1ccc(Cl)cc1Cl	0	-0.1	11	-2	-23	-28	0	0.019	101*	1.2	1560
O=C(c1ccc(Br)o1)N1CCN(c2ccc3nnc(-c4ccc(F)cc4)n3n2)CC1	5	0.2	-5	10	6	.	5	.	-4	0.9	1546
Cc1nc(SCC(=O)N2CCc3ccccc32)n[nH]1	12	0.0	-2	7	-3	.	7	0.58	-6	1	1692
CSC1=N/C(=C\c2ccccc2F)C(=O)S1	0	0.8	-11	3	12	-24	-2	-0.071	30	0.9	1579

Following part.
SMILES	PPARg SRC-3 ag	DTT redox prof	TLR4-MyD88 BLA	PPARg SRC2 recr	bIAP inh	S1P3 antagonist	PPARg SRC-1 ag	ROMK mod	Lmaj promast	bIAP act	TR-FRET SRC-2 ct
Cc1ccc(NC(=O)C(C)N=C2NS(=O)(=O)c3ccccc32)cc1 (stereo not given)	0	-1.9	6	0	6	-8	4	-0.27	1	0.9	1478
CC(C)(C)NS(=O)(=O)c1ccc(OCC(=O)NCCC2=CCCCC2)cc1	-5	0.1	5	-1	-3	.	-2	-0.22	14	1	1365
O=C(O)CCc1ccc(-c2cccs2)n1CCc1ccccc1	2	-0.7	3	0	-5	2	7	0.92	-2	1.1	1428
COc1ccc(-c2nnc3ccc(SCC(=O)Nc4cc(C)on4)nn23)cc1	-3	-1.7	1	0	13	-8	8	0.45	15	0.9	1619
Cc1cc(C)nc(N/N=C/c2ccccc2OCc2ccccc2)n1	1	1.1	-4	-1	14	3	1	0.25	6	0.9	1382
Cn1cc(CNCc2cnc3ccccn23)c(-c2ccc(Oc3ccccc3)cc2)n1	0	-0.1	15	12	-17	12	0	-1.5	22	1.2	1628
O=C(NC(Nc1nc2ccc([N+](=O)[O-])cc2s1)(C(F)(F)F)C(F)(F)F)c1ccccc1Cl	0	0.8	-17	2	12	70*	2	.	100*	0.9	1632
CCN1CCN(CCNC(=O)c2ccc(CS(=O)(=O)c3ccccc3C)o2)CC1	0	-0.8	5	5	1	5	11	1.3	-6	1	1716
O=C(NCc1ccc(F)cc1)C1CCN(S(=O)(=O)N2CCC3(CC2)OCCO3)CC1	8	0.6	-11	13	1	-3	4	.	-2	1	1473
Cc1cc(C)c(OCCOCCN2CCNCC2)c(C)c1	1	0.5	-8	9	0	.	3	.	15	1	1703
O=C1OC(=O)C2C1[C@@H]1CC[C@H]2O1 (stereo not given in full)	-1	0.2	-11	3	10	-9	3	.	-3	0.9	1359
COc1nc(NCCN2CCOCC2)nc(Nc2ccc([N+](=O)[O-])cc2)n1	9	-3.1	10	10	1	.	4	.	15	1	1653
CC(=O)Nc1cn(-c2ccccc2)nc1-c1ccccc1	7	-0.6	3	-9	-13	-11	4	0.91	10	1.1	1668
COc1ccc(C(=O)COC(=O)CCN2C(=O)[C@@H]3[C@H](C2=O)[C@@H]2C[C@H]3C(Br)C2Br)cc1 (stereo not given in full)	-2	0.2	-6	-6	-3	-8	-6	0.68	-2	1	1484
Cc1ccccc1NC(=O)CSC(N)=O	0	0.1	0	-12	11	.	-2	.	-3	0.9	1499
Brc1ccc(-c2cn3cccnc3n2)cc1	0	0.2	-5	-7	1	10	2	.	-2	1	1490
CN1C(=O)c2ccccc2C(C(=O)NCCCN2CCCC2=O)C1c1c[nH]c2ccccc12 (stereo not given)	2	0.2	9	3	3	.	2	0.25	-2	1	1513
O=C(NC12CC3CC(CC(C3)C1)C2)N1CCN(C2CCCCC2)CC1	1	-0.1	4	3	-6	-4	-1	-0.73	85*	1.1	1474
C/C(=N\N=c1/sc2ccccc2n1C)c1ccc(N2CCOCC2)cc1	2	-0.2	0	7	-1	3	1	0.19	4	1	1767
C=C(c1ccc(O)cc1)c1ccc(O)cc1	2	0.9	-5	10	21	-12	0	.	-2	0.8	1608
COc1cc(C2C(C#N)=C(N)Oc3n[nH]c(C)c32)ccc1OC(=O)c1ccccc1 (stereo not given)	5	-6.6	-5	2	13	.	4	.	3	0.9	1621
O=C(COc1ccccc1C(=O)c1cnn(-c2ccccc2)c1)Nc1ccccc1	3	1.0	1	2	22	-17	-6	.	8	0.8	1293
S=C(NCc1ccco1)N1CCN(c2ccccc2Cl)CC1	0	-0.2	-9	10	8	15	0	-0.057	-9	0.9	1615
O=C(CN1C(=O)NC2(CCCCCC2)C1=O)Nc1ccc(S(=O)(=O)N2CCOCC2)cc1	-7	0.1	-4	-2	11	.	1	0.94	-4	0.9	1484
CCOc1ccccc1CN(Cc1ccco1)S(=O)(=O)c1ccc(-n2cnnn2)c(OC)c1	15	0.4	6	6	-1	22	8	.	69*	1	1483

6 structures already listed, sorted by molecular weight, highest first.
SMILES	PPARg SRC-3 ag	DTT redox prof	TLR4-MyD88 BLA	PPARg SRC2 recr	bIAP inh	S1P3 antagonist	PPARg SRC-1 ag	ROMK mod	Lmaj promast	bIAP act	TR-FRET SRC-2 ct
O=C(NC(Nc1nc2ccc([N+](=O)[O-])cc2s1)(C(F)(F)F)C(F)(F)F)c1ccccc1Cl	0	0.8	-17	2	12	70*	2	.	100*	0.9	1632
COc1cc(C2C(C#N)=C(N)Oc3n[nH]c(C)c32)ccc1OC(=O)c1ccccc1 (stereo not given)	5	-6.6	-5	2	13	.	4	.	3	0.9	1621
CC(C)(C)NS(=O)(=O)c1ccc(OCC(=O)NCCC2=CCCCC2)cc1	-5	0.1	5	-1	-3	.	-2	-0.22	14	1	1365
O=C(O)CCc1ccc(-c2cccs2)n1CCc1ccccc1	2	-0.7	3	0	-5	2	7	0.92	-2	1.1	1428
Cc1cc(C)c(OCCOCCN2CCNCC2)c(C)c1	1	0.5	-8	9	0	.	3	.	15	1	1703
CC(=O)Nc1cn(-c2ccccc2)nc1-c1ccccc1	7	-0.6	3	-9	-13	-11	4	0.91	10	1.1	1668

The list goes on.
SMILES	PPARg SRC-3 ag	DTT redox prof	TLR4-MyD88 BLA	PPARg SRC2 recr	bIAP inh	S1P3 antagonist	PPARg SRC-1 ag	ROMK mod	Lmaj promast	bIAP act	TR-FRET SRC-2 ct
COc1ccccc1NC(=O)c1nn(-c2ccc(OC(F)(F)F)cc2)ccc1=O	3	0.7	4	-6	9	.	-5	.	-3	0.9	1479
Cc1nn(C)cc1CNC(=O)Nc1ccc(Cl)cc1	1	0.6	5	6	12	.	-3	0.57	-9	0.9	1499
Clc1ccc2nc(CSc3nncn3-c3ccccc3)cn2c1	-8	1.5	-3	-3	8	.	2	.	0	0.9	1359
COc1ccccc1Cn1c(CCCO)nc2ccccc21	-5	0.6	7	3	-17	-6	-3	-3.8*	4	1.2	1518
O=C(Nc1cc([N+](=O)[O-])ccc1N1CCCC1)c1ccccc1	-2	-0.4	7	2	9	5	0	-0.62	2	0.9	1427
COc1cc(C(=O)NCc2ccc(C)cc2)ccc1OC(F)F	3	-0.8	-1	2	7	-17	5	1	-2	0.9	1636

Rewritten with two lines to a compound: three of the compounds above.
Under each structure: PPARg SRC-3 ag	DTT redox prof	TLR4-MyD88 BLA	PPARg SRC2 recr	bIAP inh	S1P3 antagonist	PPARg SRC-1 ag	ROMK mod	Lmaj promast	bIAP act	TR-FRET SRC-2 ct
- O=C1OC(=O)C2C1[C@@H]1CC[C@H]2O1 (stereo not given in full)
  -1	0.2	-11	3	10	-9	3	.	-3	0.9	1359
- COc1nc(NCCN2CCOCC2)nc(Nc2ccc([N+](=O)[O-])cc2)n1
  9	-3.1	10	10	1	.	4	.	15	1	1653
- CC(=O)Nc1cn(-c2ccccc2)nc1-c1ccccc1
  7	-0.6	3	-9	-13	-11	4	0.91	10	1.1	1668
